# Assay outcomes as filed in PubChem BioAssay.
# IkB sig inh = inhibitors of IkB signaling in ABC-DLBCL cells | ABC-DLBCL IkBa-CBG/CBR dual luciferase ratio, 4 h; response scale: scaled: untreated 0%, proteasome inhibitor 100% | Potency, µM (highest dose often 57.1 µM), for inactives: at the highest dose IkBa stabilization activation | hit rate 0.04% among 110,000 | AID 445; active = well fitted curve in the direction sought with a large enough effect in the signal ratio, not every such curve was filed as active; inconclusive = small, poorly fitted or top-dose-only effect, or a change in a side signal; the % refers to the signal ratio;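 note: the direction sought is a rising ratio; 0% = basal untreated cells and 100% = reference inhibitor full response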
#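 Curves were fitted separately to fusion (green), unfused (red) and ratio luminescence, then classed by r2, magnitude and activity. Cells: OCI-Ly3, 4 h compound plus doxycycline at 37C; 10 uM MG-132 defined full response.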
# p53ts 32C tox = kills p53ts cells at the permissive temperature. H1299-p53A138V at 32C, ATP luminescence viability, 24 h. Potency, µM (highest dose often 46.1 µM), for the others: at the top dose activity change, negative = cytotoxicity, actives largely listed as cytotoxic. hit rate 0.93% among 130,000. AID 924;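 note: 0% = DMSO and -100% = full killing by reference compound; nearly all actives have a fitted effect of over 55% in size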
#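 ATP-content luminescence (ATPlite) read-out after 24 h compound exposure at 32C in H1299-p53A138V cells (600/well). Tested up to 46 uM. Normalized to DMSO (0%) and 100 uM tamoxifen (100% killing); Hill-fit AC50.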
# p53ts 39C tox = kills p53ts cells at the nonpermissive temperature. hit rate 1.5% among 130,000. Potency, µM (series often up to 46.1 µM), for inactives: at the highest dose activity change, negative = cell killing, usual class: cytotoxic. H1299-p53A138V viability at 39C, ATP luminescence, 24 h; note: nearly all actives have a fitted effect of over 55% in size
# Imprint erasure = induces erasure of genomic imprints in mouse ES cells; mouse ES Peg3-LacZ reporter, beta-gal luminescence, 40 h; Potency, µM (series often up to 60.7 µM), without a hit: at the top dose activity change, positive = activation, most hits filed as activators; hit rate 0.02% among 110,000; AID 1948;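 note: 0% = negative control wells on the plate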
#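 Imprint erasure is scored as LacZ activity from the silenced maternal Peg3 allele in feeder-free female ES cells cultured 40 h with LIF. Luminescence is normalized to in-plate negative controls and fitted to the Hill equation.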
# An asterisk follows results filed as active; ? = inconclusive; / = no result given; & = joins results of further samples; [ ] = remark or other dose. Unless noted, calls come from the whole dose curve; as a rule, active = well fitted curve in the direction sought with a large enough effect; inconclusive = small, poorly fitted or top-dose-only effect, or another doubt; inactive = no such curve, though single readings can be large; an effect the other way counts as inactive or inconclusive. Unless noted, % is set by controls: 0 for no effect and ±100 for the full control effect; potency is the fitted concentration of half-maximal effect. Outcome played no part in choosing rows; any-hit rate near 1.7%.
canonical_smiles,IkB sig inh,p53ts 32C tox,p53ts 39C tox,Imprint erasure
CCC(C)NC(=O)Cn1c(=O)n(-c2ccc(C)c(C)c2)c(=O)c2c3c(sc21)CCCCC3 (configuration not stated),-1.8%,2%,-3%,20%[10.9 µM]
CC(=O)Oc1ccc2occ(C(=O)c3cccs3)c2c1,?,3%,-3%,-52%[inhibitor]
CC(C)=CCC/C(C)=C/CO/N=C1/C[C@@H](O)[C@@H](O)[C@@H]2[C@@H]3C(=O)N(Cc4ccc5c(c4)OCO5)C(=O)[C@H]3CC[C@@H]12,/,9%[9.22 µM],13%[9.22 µM],/
CC1(C)OC(=O)C(=CNn2cnc3ccccc3c2=O)C(=O)O1,4.8%,17%,-1%,-2%
CC(=O)Oc1ccc(CCC(C)OC(C)=O)cc1 (configuration not stated),1.2%,-16%,0%,9%
COc1ccc(-n2nc(C(=O)Nc3cccc(Cl)c3)c3c4ccccc4n(C)c3c2=O)cc1Cl,-0.7%,-1%,28%,2%[10.9 µM]
CC1(C)Oc2ccc3ccc(=O)oc3c2/C(=C/NC2CCCCC2)C1=O,/,-3%,11%,/
CCOC(=O)c1sc2nc3n(c(=O)c2c1C)CCCCC3,-1.5%,-1%,2%,-16%
COc1cccc(Cn2c(=O)c(-c3cn(C)c4ccccc34)nc3cnc(N4CCOCC4)nc32)c1,2.7%[11.4 µM],8%,8%,10%
CCn1c2ccccc2c2nnc(NCCCO)nc21,-0.8%[11.4 µM],-1%[9.22 µM],2%[9.22 µM],-16%[10.9 µM]
CCOC(=O)c1c(NC(=O)COC)sc(C(C)=O)c1C,-0.2%,3%,5%,19%
Brc1ccc(-c2nnc(-c3ccc4c(c3)OCO4)o2)o1,-0.4%,?,?,-28%
O=C(CCSCCC(=O)N1CCCC1)N1CCCC1,0.0%,3%,3%,-12%
Cn1cnnc1SCC(=O)N1c2ccccc2-c2c(ssc2=S)C1(C)C,-2.5%,-5%,-6%,-7%
COCC(=O)N1CCC2(CCCN(C(=O)Nc3ccc(OC)cc3)C2)CC1,2.2%[11.4 µM],9%,-3%,/
Cc1nn(C(=O)c2ccc3c(c2)OCO3)c(N)c1-c1ccccc1,12%,13µM*,?,-15%
CC(=O)NCCN=Cc1sc2ccccc2c1O,/,-2%,-4%,/
CN1CCN(CCC(=O)Nc2ccc(OCc3ccccc3)cc2)CC1,-3.0%,-13%,-4%,-27%
CC(=O)c1ccccc1OC(=O)c1ccco1,0.8%,-3%,-8%,1%
CCC(Sc1ncnc2c1nnn2-c1ccc(F)cc1)C(=O)OC (configuration not stated),/,-17%,-3%,/
COc1ccc(/C=N/NC(=O)c2[nH]nc3c2CCc2ccccc2-3)cc1OC,/,11%,-16%,/
O=C1c2ccccc2C(Nc2cccc(C(F)(F)F)c2)N1Cc1ccco1 (configuration not stated),?,-12%,7%,-22%
CCN(CC)c1nc(C#N)nc(N(CC)CC)n1,1.7%,1%,-19%,6%
O=C1CCCc2c1cc(C(=O)Nc1ccc(Cl)cn1)c(=O)n2-c1ccccc1,-1.4%,-13%,-4%,/
c1ccc(-c2nnc(N3CCOCC3)nc2-c2ccccc2)cc1,4.7%,13%,16%,-8%
OCc1cc(CO)c(O)c(CCc2ccccc2)n1,-1.1%,-4%,3%,1%
CCOC(=O)c1cccc(NC(=O)CCn2nc(C)c(S(=O)(=O)N3CCCCC3)c2C)c1,0.6%,-2%,-8%,-5%[10.9 µM]
COCCn1c(C)cc(C(=O)COC(=O)CCN2C(=O)c3ccccc3C2=O)c1C,0.1%,-5%,-14%,-4%
COc1ccc(OC)c(-c2nnc3n(CCc4ccccc4)c(=O)c4ccccc4n23)c1,?,6%,13µM*,-13%[10.9 µM]
COc1ccccc1C(c1nnnn1CS(=O)(=O)c1ccc(C)cc1)N1CCSCC1 (configuration not stated),?,-6%,-12%,-9%
COc1ccc(S(=O)(=O)Cc2ccc(C(=O)N3CCN(C(=O)c4ccco4)CC3)o2)cc1,2.0%,0%,-6%,-12%
c1ccc2c(c1)CC(N1CCCCC1)c1ccccc1N2 (configuration not stated),/,6%,-3%,/
Cc1cc2nc(-c3cccc(NC(=O)C(C)C)c3C)oc2cc1C,4.3%,?,0.13µM*,-12%[10.9 µM]
Cc1cc(C)n(C(=O)c2ccc(S(=O)(=O)NCC3CCCO3)cc2)n1 (configuration not stated),-0.1%,-2%,4%,-7%
CCC1CCCCN1C(=O)CSc1nc(-c2ccc(OC)c(OC)c2)cc(C(F)(F)F)n1 (configuration not stated),?,-10%,-24%,-13%[10.9 µM]
CCOC(=O)C1=NN(c2cccc(Cl)c2)C2=NC(C)=C(C(=O)OC)C(c3cccs3)N12 (configuration not stated),/,5%,-2%,/
CCOc1ccc(C2c3c(-c4ccccc4O)n[nH]c3C(=O)N2Cc2cccnc2)cc1OC (configuration not stated),0.5%,13%,-10%,-10%[10.9 µM]
CCc1ccc(NC(=O)C(C)Nc2ccc(S(=O)(=O)NC(C)=O)cc2)cc1 (configuration not stated),0.5%,4%,-7%,5%
c1csc(CNc2ccnc(-c3ccoc3)n2)c1,-0.2%[11.4 µM],6%,-18%,-13%
CNc1c(NC(=O)c2ccc(OC)c(OC)c2)c(=O)oc2ccccc12,?,10%,8%,-2%[10.9 µM]
CC(=O)c1ccc(NC(=O)c2ccc3c(c2)nnn3C2CCCC2)cc1,-1.2%,-2%,29%,-2%[10.9 µM]
O=S(=O)(c1ccc(NC2CCCc3ccccc32)nc1)N1CCOCC1 (configuration not stated),5.5%,4%,6%,-10%
CCCN(CCC)CCNC(=O)c1cc2c(-c3ccc(Cl)cc3)nn(C)c2s1,?,-24%,13µM*,-14%[10.9 µM]
COc1cccc(CNC(=O)C2CCN(S(=O)(=O)c3ccc4c(c3)CCC(=O)N4)CC2)c1,3.5%,4%,-1%,-5%
CCCN(C(=O)Cn1nc(Cc2cccnc2)c2ccccc2c1=O)c1ccc(C(C)C)cc1,?,?,?,11%[10.9 µM]
CC(C)(C)n1nnnc1C(c1ccc(C(F)(F)F)cc1)N(Cc1ccc(F)cc1)Cc1ccco1 (configuration not stated),/,4%,1%,/
Cc1ccc(S(=O)(=O)c2cc3c(=O)n4cc(C)ccc4nc3n(CC3CCCO3)c2=N)cc1 (configuration not stated),-2.3%,3%,2%,28%
CCOc1cc2[nH]c(=S)n(CCCN3CCCC3=O)c(=O)c2cc1OCC,-0.1%,8%,6%,15%
O=c1c2ccccc2n(Cc2ccccc2F)c(=O)n1-c1cccc(F)c1,1.5%,2%,-13%,-8%[10.9 µM]
CCOC(=O)c1c(N)c(C#N)cn1-c1ccccc1,-3.6%,10%,-12%,-15%

# Further entries
canonical_smiles,IkB sig inh,p53ts 32C tox,p53ts 39C tox,Imprint erasure
Cc1nc2ccccc2c2oc(C(=O)NCCN3CCCCC3C)cc12 (configuration not stated),?,-2%,-1%,-10%
Cc1nc2ncnn2c(Nc2ccc3c(c2)OCO3)c1Cc1ccccc1,?,-1%,-3%,-9%
C=CCC1(c2ccccc2)Oc2ccccc2-c2nc3cc(Cl)c(Cl)cc3nc21 (configuration not stated),/,-2%&3%[9.22 µM],9%&-7%[9.22 µM],/
COc1ccc(C2=NC(c3ccncc3)=Nc3ccc(OC)cc3N2)cc1,-1.6%,1%,-7%,-18%[10.9 µM]
Cc1nc2nc(COc3ccccc3)[nH]n2c(=O)c1Cc1ccccc1,?,-9%,-17%,-1%
Cc1ccc(C)c(N2CCN(Cc3csc(C)c3C)CC2)c1,-1.6%,-12%,-27%,-18%[10.9 µM]
CCCC(c1nnnn1CCc1ccccc1)N1CCC(C(N)=O)CC1 (configuration not stated),/,2%,2%,/
O=C(COC(=O)c1cn(-c2ccccc2)nc1-c1ccc(F)cc1)Nc1ncc(Cl)cc1Cl,/,4%,0%,/
O=C(OCc1cc(=O)n2nc(C3CCCCC3)sc2n1)c1ccccc1Cl,1.9%,7%,2%,-6%[10.9 µM]
COc1ccccc1N1CCN(C(=O)Cn2nnc(-c3cccs3)n2)CC1,1.1%,1%,11%,-7%
O=C(O)COc1c(Cl)cc(Cl)c2cccnc12,2.9%[11.4 µM],-3%[9.22 µM],-1%[9.22 µM],-10%[10.9 µM]
Cc1cc(C)n(-c2nc3ccccc3c(=O)n2OCC(=O)Nc2c(C)cccc2C)n1,2.3%,6%,2%,-20%
COc1ccc(C(=O)Nc2cccc(N(C)S(C)(=O)=O)c2)cc1OC,-0.6%,-26%,?,-79%[inhibitor]
Cc1ccc(OCC(=O)OCc2cc(=O)n3nc(C4CCCCC4)sc3n2)cc1C,0.8%,5%,-24%,-7%[10.9 µM]
Cc1c(Cl)cccc1N1C(=O)CC(N(O)c2ccccc2)C1=O (configuration not stated),2.0%,3%,1%,0%
C=Cc1ccc(CN2C(=O)N(c3cccc(Cl)c3)S(=O)(=O)c3ccccc32)cc1,0.1%,14%,-12%,-11%[10.9 µM]
Cn1c(SCC(=O)N2CCOCC2)nc2cccnc21,-0.2%,4%,-1%,5%
CC1CCN(CCCNC(=O)c2cn(C)c3ccc(S(=O)(=O)N(C)C4CCCCC4)cc3c2=O)CC1,-0.9%,2%,14%,3%[10.9 µM]
Cc1cccc(NC(=O)C2CCCN2S(=O)(=O)c2cccc3nsnc23)c1C (configuration not stated),1.0%,6%,-6%,6%[10.9 µM]
Cc1nc2oc3c(NCc4ccccc4)ncnc3c2c2c1COC(C)(C)C2,-1.5%,4%,11%,-2%
Cc1ccc2ncnc(NCCC(=O)O)c2c1,/,-12%,0%,/
Cc1ccc(-c2nc(NC(=O)CSc3nnnn3-c3ccccc3)ns2)cc1,1.9%,-22%,?,-9%
Cc1ccccc1N1C(=O)c2cc(S(N)(=O)=O)c(Cl)cc2N[C@H]1C,0.6%[25.6 µM],-3%[20.6 µM],-1%[20.6 µM],6%[16.8 µM]
Cc1ccc2nc(-c3ccccn3)c(Nc3ccc(F)cc3)n2c1,?,-15%,-23%,-18%[10.9 µM]
Nc1ccc(-c2cnc(-c3ccc(N)cc3)nc2)cc1,?,10µM*,10µM*,-25%
CCCN(C(=O)c1cc2c(Cl)nc3ccccc3c2s1)c1cccc(C)c1,?,3%,-15%,-14%[10.9 µM]
Cc1ccc(-c2nnc(Nc3ccccc3O)c3ccccc23)cc1,4.2%,-4%,-5%,-4%[10.9 µM]
COC(=O)CN1C(=O)CC(C)(C)Sc2ccccc21,0.8%,4%,-4%,-3%
Cc1ccnc(NC(=O)C2CCCN(S(=O)(=O)c3cnc[nH]3)C2)c1 (configuration not stated),1.0%,10%,1%,-1%
Cc1ccc(NC(=O)c2nc(S(C)(=O)=O)ncc2N(Cc2ccccc2)Cc2ccco2)c(C)c1,?,-7%,15%,-15%[10.9 µM]
Cc1cc(Nc2ccc(F)cc2Cl)n2nc(C)nc2n1,-4.1%,-2%,1%,-5%
Cc1cc(C)n(-c2ccc(C(=O)OCC(=O)Nc3ccc(S(=O)(=O)N4CCOCC4)cc3)cc2)n1,1.0%,-2%,-5%,-2%
Cc1ccc(S(=O)(=O)c2nc(-c3ccco3)oc2SCc2ccccc2Cl)cc1,-0.4%,2%,14%,-7%[10.9 µM]
Cc1ccc(S(=O)(=O)N2CCC(n3c(C)nc4cccnc43)CC2)c(C)c1,?,-4%,-9%,-14%[10.9 µM]
O=C(C1CCN(S(=O)(=O)c2ccc(Br)s2)CC1)N1CCc2ccccc21,2.1%,-1%,8%,8%
O=C(CN1C(=O)COc2ccc(S(=O)(=O)N3CCCCCC3)cc21)N1CCN(c2cccc(C(F)(F)F)c2)CC1,1.5%,8%,8%,-10%[10.9 µM]
CCCCCCn1c(N2CCC(C)CC2)nc2c1c(=O)[nH]c(=O)n2C,0.2%,-1%,-7%,-9%
COC(=O)C1=C(C)NC2=C(C(=O)CC(C)(C)C2)C1c1ccccn1 (configuration not stated),/,12%,20%,/
